Compound activity deposited in PubChem by Sanford-Burnham Center for Chemical Genomics.
TAG inh = triacylglycerol accumulation inhibition | inhibition, % at 12.5 µM | H9c2 cells, Nile Red lipid (TAG) fluorescence; cells loaded with 200 µM oleic acid | 230,000 tested, 0.66% active;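 active means pattern-corrected inhibition of lipid staining of at least 50% with the nuclear-stain viability signal not falling by more than 50%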;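 further: 0% = DMSO wells and 100% = triacsin C control wells; some results filed as inactive read as strong as hits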
TAG inh DAPI viability = second read-out of TAG inh, no call of its own (marks repeat the call); DAPI nuclei signal change (viability), lower = more cytotoxic, %;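 whole-well DAPI fluorescence read on a plate reader as a viability signal; minus 50 percent equals half of cells still viable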
* marks the source's active call; other numbers are inactive results. Only part of the results is shown. The share of hits here may be higher or lower than overall.

Order of results: TAG inh | TAG inh DAPI viability
CCOC(=O)C1CCCCN1Cc1cn(C)nc1-c1ccccc1F (configuration not stated)
    -14 | 13
CCCn1c(=O)c(C(=O)NCC2CCCO2)c(O)c2ccccc21 (configuration not stated)
    3 | 11
CN(C)S(=O)(=O)c1ccc(-c2csc(N/N=C/c3ccco3)n2)cc1
    25 | -14
CCn1c(SCC(=O)c2cc(OC)ccc2OC)nnc1C1CC1
    3 | -6
CCCCN(C(=O)COC(=O)c1nc2nc(C)cc(C)n2n1)C1CCS(=O)(=O)C1 (configuration not stated)
    -19 | 6
CC(C)CCN1CCN(CCCc2ccccc2)CC1CCO (configuration not stated)
    -11 | 5
CCC(C)(C)n1nnnc1C(c1cc(OC)ccc1OC)N1CCN(Cc2ccccc2)CC1 (configuration not stated)
    -33 | 7
NC(=O)N/C=C1\CCCOC1=O
    -4 | 0
CC1(C)CC(=O)C(C2(O)C(=O)Nc3ccccc32)CO1 (configuration not stated)
    4 | 5
O=C(/C=C/c1ccccc1)c1ccc2c(c1)OCCCCO2
    -4 | -6
O=C(COc1ccccc1)OCC(=O)c1ccc(O)cc1O
    -14 | 9
CCc1nc(-c2ccccc2)c2ccccn12
    -24 | -8
COc1ccc(C)cc1NC(=O)c1cc2c(=O)n3ccccc3nc2n1C
    -31 | 64
CC(=O)NCCNC(=O)C1Cc2c(-c3ccc(Cl)cc3)ccnc2O1 (configuration not stated)
    10 | -1
COc1ccc(OC)c(C2C(C(=O)c3ccc(C)o3)=C(O)C(=O)N2CCCN2CCOCC2)c1 (configuration not stated)
    1 | -4
C/C(=N\OC(=O)c1ccc(C)cc1)c1c(C)nc2cc(C)ccn12
    0 | 9
C/C(=N\Nc1cc(C)nc(NCc2ccccc2)n1)c1cccc([N+](=O)[O-])c1
    -14 | 15
CCOc1ccc(C2NC(=O)c3ccccc3O2)cc1 (configuration not stated)
    8 | -1
Fc1ccc(-n2c(-c3cc(C4CC4)[nH]n3)n[nH]c2=S)cc1Cl
    10 | -7
Cc1cc(NC(=O)CSc2nc3cc(Cl)ccc3s2)no1
    -3 | -2

Single records, as listed above.
`CCCn1c(=O)c(C(=O)NCC2CCCO2)c(O)c2ccccc21` (configuration not stated) as listed: TAG inh: 3; TAG inh DAPI viability: 11
`COc1ccc(OC)c(C2C(C(=O)c3ccc(C)o3)=C(O)C(=O)N2CCCN2CCOCC2)c1` (configuration not stated) as listed: TAG inh: 1; TAG inh DAPI viability: -4
`C/C(=N\Nc1cc(C)nc(NCc2ccccc2)n1)c1cccc([N+](=O)[O-])c1` as listed: TAG inh: -14; TAG inh DAPI viability: 15

The list continues:
Order of results: TAG inh | TAG inh DAPI viability
Cc1cc(C)c(S(=O)(=O)n2cc(C(C)C(N)C(=O)O)c3ccccc32)c(C)c1 (configuration not stated)
    0 | -4
COc1ccc(S(=O)(=O)N2CC(=O)Nc3ccccc32)cc1Cl
    4 | 2
CCCCCCN1N=C(C)C(C(=O)c2ccc(Cl)cc2)C1=O (configuration not stated)
    13 | -12
Cc1c(NC(=O)C(C)Sc2ncnc3ccccc23)c(=O)n(-c2ccccc2)n1C (configuration not stated)
    -2 | 8
CC1CC(C)(C)CC(=O)C1C(=O)c1ccccc1 (configuration not stated)
    5 | -4
COc1cc(OC)cc(-c2c(C#Cc3ccsc3)c3cc(-c4ccc(OC)c(OC)c4)ccc3n2C)c1
    2 | 109
CCCCCCC(C)n1cc(C(C)=O)c(=O)[nH]c1=O (configuration not stated)
    -4 | 6
CN(C)c1nc(C(=O)Nc2ccccc2)nc(N(C)C)n1
    -8 | 0
CCc1ccc(-n2c(O)c(C=NCCN(CC)CC)c(=O)[nH]c2=O)cc1
    -3 | -7
Cn1c(CNc2ccc(F)cc2)nc2ccccc21
    -11 | 4
CCCCOc1ccc(N(CC(=O)NCC2CCCO2)C(=O)CCC(=O)Nc2cc(C)ccn2)cc1 (configuration not stated)
    2 | 0
COc1ccc2c(c1)C1(Nc3ccccc3-c3nc4ccccc4n31)C(=O)N2C (configuration not stated)
    6 | -3
COc1ccc(NC(=O)CSc2nnc(-c3ccco3)n2C)cc1
    8 | -4
CCCOC(=O)CSc1nc(N)c(C#N)c(-c2ccco2)c1C#N
    -11 | -3
O=C(Nc1cccc(S(=O)(=O)c2cccc(NC(=O)c3ccco3)c2)c1)c1ccco1
    -15 | 0
CCCC(=O)Nn1cnc2c(c1=O)C1(CCCC1)Cc1ccccc1-2
    -7 | 7
CCCc1ccc(OCCNC(=O)c2ccco2)cc1
    1 | -2
OC1(c2ccccc2)Cc2cccc[n+]2C1c1ccccc1 (configuration not stated)
    -2 | 1
CNc1ncnc2c1ncn2[C@H]1CN(Cc2ccco2)C[C@@H](CO)O1
    7 | -14
O=c1cc2c(n[nH]1)CCCC2
    -7 | 3

Sorted by formula weight (descending): 3 of the compounds above
Order of results: TAG inh | TAG inh DAPI viability
CNc1ncnc2c1ncn2[C@H]1CN(Cc2ccco2)C[C@@H](CO)O1
    7 | -14
CCCCCCN1N=C(C)C(C(=O)c2ccc(Cl)cc2)C1=O (configuration not stated)
    13 | -12
Cn1c(CNc2ccc(F)cc2)nc2ccccc21
    -11 | 4

Later entries.
Order of results: TAG inh | TAG inh DAPI viability
CC1=C(C(=O)OCc2ccc3c(c2)OCO3)C(c2cccc([N+](=O)[O-])c2)NC(=O)N1 (configuration not stated)
    -17 | -3
CCc1nnc(NS(=O)(=O)c2ccc(NC(=S)NC(=O)c3cccnc3)cc2)s1
    -5 | 1
CC(=O)NC1=NN(C(C)=O)C(C)(CS(=O)(=O)c2ccc(Cl)cc2)S1 (configuration not stated)
    7 | 0
COc1ccc2sc(N(CCCN(C)C)C(=O)c3nc4ccccc4s3)nc2c1
    2 | 2
O=C(CCc1ccccc1)Nc1ccccc1C(=O)NCc1ccco1
    4 | -3
COc1ccc(C(=O)NCC(=O)N2CCCC(C)C2)cc1OC (configuration not stated)
    2 | -1
Cc1ccc(SCc2nc(N)nc(Nc3ccccc3C)n2)cc1C
    0 | 10
Cn1c(=O)c2ncn(CC(=O)NC3CCCCCC3)c2n(C)c1=O
    -17 | 3
COC(=O)[C@H](CC(C)C)NCc1cccc(CN[C@@H](CC(C)C)C(=O)OC)c1
    -60 | 6
O=C(Cc1ccccc1)NC(NC(=S)Nc1cc(Cl)ccc1Cl)C(Cl)(Cl)Cl (configuration not stated)
    12 | 11
COC(=O)c1c(C)[nH]c(C(=O)COC(=O)CCNS(=O)(=O)c2cccc(C(F)(F)F)c2)c1C
    -15 | 6
CC1CCC(C(C)C)C(OC(=O)COC(=O)c2ccc(=O)[nH]c2)C1 (configuration not stated)
    0 | 4
Cc1c(NC(=O)C(C)OC(=O)CNC(=O)c2ccccc2)c(=O)n(-c2ccccc2)n1C (configuration not stated)
    5 | 4
O=C1c2ccccc2-c2ccccc2NC1O (configuration not stated)
    4 | 0
COc1ccc(CN2C(=O)CC(Cc3cc(C)cc(C)c3)C2=O)cc1OC (configuration not stated)
    -14 | 5
COc1ccc(C)cc1S(=O)(=O)N1CCCC(N2CCN(c3ccccc3)CC2)C1 (configuration not stated)
    -16 | 8
CCn1ncc(Br)c1C(=O)NC(C)c1ccccc1 (configuration not stated)
    -7 | -5
COc1ccc(CCN(Cc2ccccn2)C(=S)Nc2cccc(C)c2)cc1OC
    -8 | 16
CC(=O)Nc1ccc(S(=O)(=O)NCCSCc2ccc(Cl)cc2Cl)cc1
    -49 | -4
Cc1ccc(C(=O)CCC(=O)NC2CCCC(C)C2C)cc1 (configuration not stated)
    8 | -8

The list goes on; it opens with the five that closed the last part.
Order of results: TAG inh | TAG inh DAPI viability
COc1ccc(C)cc1S(=O)(=O)N1CCCC(N2CCN(c3ccccc3)CC2)C1 (configuration not stated)
    -16 | 8
CCn1ncc(Br)c1C(=O)NC(C)c1ccccc1 (configuration not stated)
    -7 | -5
COc1ccc(CCN(Cc2ccccn2)C(=S)Nc2cccc(C)c2)cc1OC
    -8 | 16
CC(=O)Nc1ccc(S(=O)(=O)NCCSCc2ccc(Cl)cc2Cl)cc1
    -49 | -4
Cc1ccc(C(=O)CCC(=O)NC2CCCC(C)C2C)cc1 (configuration not stated)
    8 | -8
CC(C)(C)c1cc(NCc2ccccn2)n2ncc(-c3ccccc3)c2n1
    -27 | 68
N#CC1=C(N)Oc2n[nH]c(-c3ccccc3)c2C1c1cccnc1 (configuration not stated)
    11 | -3
CC1(C)C(CC2OCC(CN3CCCCC3)O2)[C@H]2CC[C@@H]1C2 (some centres not stated)
    -2 | 9
Cc1csc(NC(=O)CSc2nc(C)nc3c2c(=O)n(C)c(=O)n3C)n1
    -6 | 5
Cc1ccccc1SCC(=O)OCC(=O)Nc1sccc1C(N)=O
    -3 | 15
CCC(CC)c1nnc(NC(=O)c2nn(C)c(=O)c3ccccc23)s1
    -1 | 1
CC(OC(=O)c1ccc(NC(=O)CC#N)cc1)C(=O)Nc1ccc(S(=O)(=O)N2CCCC2)cc1 (configuration not stated)
    -6 | -6
CCN(CC)c1ccc(NC(=O)c2cccc(C)c2)cc1S(=O)(=O)Nc1ccccc1OC
    8 | 9
O=C1CSC(c2ccccc2F)N1c1cc(Cl)ccc1O (configuration not stated)
    -16 | 13
CC(C)C[C@@H](CN)NC(=O)c1nc[nH]c1C(=O)N[C@@H](Cc1c[nH]c2ccccc12)C(=O)CNC[C@H](C)NC(=O)c1nc[nH]c1C(=O)N[C@@H](CC(=O)O)C(=O)O
    6 | -2
C[C@H](O)[C@@H]1C(=O)N2CCc3ccc(-c4cccc(F)c4)cc3[C@@H]2C[C@@H]1N(C)S(=O)(=O)c1ccccc1
    10 | 10
c1ccc(NC2=NCCN2CCCC2CCCCC2)cc1
    7 | 4
CCN(CC(=O)Nc1ccc(NC(C)=O)cc1)C(=O)c1sc2nc3n(c(=O)c2c1C)CCC3
    5 | -6
COc1ccccc1Nc1ccc(N)cc1
    28 | -6
O=C1C2(c3ccccc3)CN(CCO)CC1(c1ccccc1)CN(CCO)C2
    -3 | -10
CCN(CCC(=O)O)c1ccccc1
    -6 | -1
O=C(NCc1cccc(Cl)c1)c1ccc(-c2ccc(F)c(F)c2)c2ccoc12
    -58 | 2
CCC(C)N(C(=O)CSc1ccc(NC(C)=O)cc1)C1CCS(=O)(=O)C1 (configuration not stated)
    6 | -8
CCc1ccccc1OCC(=O)NNCC(=O)Nc1cccc(C#N)c1
    18 | -2
O=C(CSc1nc(=O)n2ccccc2n1)N1CCC(Cc2ccccc2)CC1
    10 | -1

Further compounds.
Order of results: TAG inh | TAG inh DAPI viability
N#C/C(C(=O)N1CCOCC1)=C1/SC(Cc2ccccc2)C(=O)N1c1ccccc1 (configuration not stated)
    6 | 2
CCC(=O)Nc1c(-c2ccccc2)c(=O)c2ccccc2n1C
    1 | 4
COc1ccc(-n2c(=S)[nH]c3ccccc32)cc1
    -21 | 1
Cc1ccc(C(=O)COC(=O)CNC(=O)c2ccccc2)s1
    0 | 5
Cn1c(CCNC(=O)c2ccccc2F)nnc1SCC(=O)Nc1ccccc1F
    9 | -9
CCOC(=O)C(C)Oc1ccc2c(CC)cc(=O)oc2c1C (configuration not stated)
    -13 | 11
O=C(COc1cccc(Br)c1)N/N=C1\CCSC1
    -2 | 6
Cc1nnc(N2C(=O)C(O)=C(C(=O)c3ccco3)C2c2ccc(C(C)C)cc2)s1 (configuration not stated)
    9 | -6
CCCn1c(SCC(=O)NC(C)C23CC4CC(CC(C4)C2)C3)n[nH]c1=O (configuration not stated)
    -6 | -7
CC(=O)NC(c1ccccc1)c1nc(-c2cncnc2)cs1 (configuration not stated)
    2 | 0
Cc1sc2nc(CSCC(=O)NC3CCCCC3)[nH]c(=O)c2c1C
    0 | -2
COCCN1C(=O)c2oc3cc(C)c(C)cc3c(=O)c2C1c1ccc(O)cc1 (configuration not stated)
    -32 | 5
CCCCn1c(N)c(N(CCOC)C(=O)c2cccc(S(=O)(=O)N(CC)c3ccccc3)c2)c(=O)[nH]c1=O
    -8 | 3
CC(=O)NC1(c2cccc(F)c2)CCN(C(=O)Nc2ccc(C#N)cc2)CC1
    7 | -12
CC1(C)CC(=O)C=C(c2ccc(F)cc2OCc2ccccc2)C1
    -3 | 1
O=C(NC(=S)Nc1cccc([N+](=O)[O-])c1)c1ccccc1
    -4 | -5
Cc1nc(SCC(=O)c2c(N)n(C3CC3)c(=O)[nH]c2=O)[nH]c(=O)c1CCO
    -41 | 5
O=C(/C=C/c1cccc(Oc2ccccc2)c1)N1CCOCC1
    8 | -15
CCOc1ccc(CC(=O)N/N=C/c2cccnc2)cc1OCC
    -11 | 3
COC(=O)c1ccc2c(c1)sc(=NC(=O)CCS(=O)(=O)c1ccccc1)n2C
    31 | -16

Next results
Order of results: TAG inh | TAG inh DAPI viability
Cc1cc(C)n(CC(=O)Nc2ccc([N+](=O)[O-])cc2)n1
    -1 | -10
COc1ccccc1/C=N/Nc1nc(C)cc(C)n1
    6 | 8
c1ccc2cc(-c3csnn3)ccc2c1
    8 | -6
CC1(C)O[C@@H]2[C@H](O1)[C@@H](CO)O[C@H]2n1cnc2c(=O)[nH]cnc21
    -9 | 12
O=[N+]([O-])c1ccc(OCCO)c(P(=O)(c2ccccc2)c2ccccc2)c1
    -10 | 4
COC(=O)CSc1nc(N)c(C#N)c(-c2ccco2)c1C#N
    -2 | 8
Cc1ccc(NC(=O)CCNS(=O)(=O)c2ccc3c(c2)c(=O)n(C)c(=O)n3C)cc1C
    -1 | -2
O=C(NCc1ccccc1Cl)C1CCCN1C(=O)NC1CCCCC1 (configuration not stated)
    0 | -7
CCOc1cnc(-c2ccc(Cl)cc2)o1
    -8 | 4
COc1ccc(OC)c(NC(=O)C2CCN(S(=O)(=O)c3ccc4c(c3)OCCO4)CC2)c1
    -6 | 1
